High-throughput results (PubChem BioAssay)
GASC1 inh = inhibitors of human demethylase GASC-1 KDM4C | 96,000 compounds, 0.15% hits | AID 720574 | GST-KDM4C 2-372, H3K9me3 peptide, LANCE TR-FRET | Q9H3R0 | inhibition, % at 12.5 µM;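 active means mean replicate inhibition above about 25%, with at least 55% of replicates also reaching it, limit read from the data, passing the limit was not always enough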
Target sequence (Q9H3R0 2-372 limits assumed): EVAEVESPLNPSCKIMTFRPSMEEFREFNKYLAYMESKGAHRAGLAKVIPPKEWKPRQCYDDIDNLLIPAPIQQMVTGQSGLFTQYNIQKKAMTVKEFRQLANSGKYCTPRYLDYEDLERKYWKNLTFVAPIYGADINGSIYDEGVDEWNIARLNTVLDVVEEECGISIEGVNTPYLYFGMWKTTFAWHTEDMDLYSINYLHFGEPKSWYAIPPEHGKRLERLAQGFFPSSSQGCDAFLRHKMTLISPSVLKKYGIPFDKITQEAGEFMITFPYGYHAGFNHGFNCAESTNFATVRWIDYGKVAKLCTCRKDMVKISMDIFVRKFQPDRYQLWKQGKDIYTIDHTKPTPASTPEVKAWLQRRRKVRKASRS
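System – N-terminal GST-fused human GASC-1 (KDM4C) fragment, residues 2-372 · Input – enzyme final amount 10 nM · Technique – LANCE TR-FRET, Eu antibody, ULight-streptavidin, EDTA, ex 340 nm, em 618/671 nm · Medium – HEPES buffer, pH 7.5, plus ascorbate · Incubation – enzyme reaction 30 min, then detection 60 min, both room temperature · Reagent – H3K9me3 peptide with Fe(II)/2OG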
C diff HTS = blocks growth of Clostridium difficile. Clostridium difficile clinical isolate growth, OD600, 24 h; active compounds read low. growth activity, negative = inhibition, % at 16 µg/mL (by protocol). 86,000 compounds, 0.25% hits. AID 1259249;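 active means mean growth activity at or below -80% and every replicate also at or below -80%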;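 further: 0% = DMSO wells and -100% = levofloxacin 16 µg/mL wells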
Tcruzi prolif = inhibitors of T. cruzi proliferation. inhibition, % at 8.34 µM. T. cruzi beta-gal in NIH3T3, GalScreen luminescence, 90 h. 77,000 compounds, 5.9% hits. AID 624255;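 active means mean inhibition above about 93%, with at least 55% of replicates each passing it, limit read from the data, passing the limit was not always enough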
Pf Dd2 growth = inhibitors of Plasmodium falciparum Dd2 growth | P. falciparum Dd2 growth, SYBR Green, 72 h; active compounds read low | activity change, % at 10 µM | 94,000 compounds, 2.3% hits | AID 1159554; in the data active means activity change below about -80%
Active calls of the source: *; . = not tested or not shown; & = joins results of further samples; ! = not active in a repeat.

no. | SMILES | GASC1 inh | C diff HTS
1 | O=C(C[C@H]1CC[C@@H](NC(=O)Cc2cccnc2)[C@@H](CO)O1)Nc1ccc(-c2ccccc2)cc1 | -1.2 | .
2 | O=C1CN(Cc2ccccc2)C[C@H]2[C@@H](c3ccc(-c4ccccc4)cc3)[C@H](CO)N12 | 0.1 | -8
3 | COc1ccccc1NC(=O)N(C)C[C@@H]1Oc2cc(Br)ccc2S(=O)(=O)N([C@@H](C)CO)C[C@H]1C | 1.7 | 0
4 | Cc1ccc(S(=O)(=O)N[C@H]2C=C[C@H](CC(=O)N3CCc4ccccc4C3)O[C@@H]2CO)cc1 | 4.2 | 5
5 | COc1ccc(S(=O)(=O)N(C)C[C@H]2Oc3c(NS(=O)(=O)c4cccs4)cccc3C(=O)N([C@@H](C)CO)C[C@@H]2C)cc1 | -1.2 | 0
6 | C[C@H](CO)N1C[C@H](C)[C@@H](CN(C)Cc2ccc(C(=O)O)cc2)Oc2ccc(NC(=O)Nc3ccc(F)cc3)cc2CC1=O | 0.3 | 2
7 | C[C@H](CO)N1C[C@H](C)[C@H](CN(C)C(=O)Nc2ccc3c(c2)OCO3)Oc2ccc(NS(=O)(=O)c3ccc(Cl)cc3)cc2C1=O | 0.1 | 3
8 | CO[C@H]1CN(C)C(=O)c2ccc(NC(=O)C3CCCC3)cc2OC[C@H](C)N(C)C[C@@H]1C | 0.1 | -1
9 | COc1ccc(NC(=O)Nc2ccc3c(c2)[C@H]2C[C@@H](CC(=O)NCC(F)(F)F)O[C@@H](CO)[C@H]2O3)cc1 | 0.7 | -6
10 | C[C@@H]1CCCCO[C@H](CN(C)Cc2ccc3c(c2)OCO3)[C@@H](C)CN([C@H](C)CO)C(=O)c2cc(NC(=O)NC3CCCCC3)ccc2O1 | 0.2 | 1
11 | C[C@H](CO)N1C[C@H](C)[C@H](CN(C)S(=O)(=O)c2ccccc2)OCCCC[C@H](C)Oc2ccc(NC(=O)Nc3ccc(F)cc3)cc2C1=O | -1.2 | -7
12 | CN(C)C(=O)c1ccc(-c2ccc3c(c2)[C@H]2[C@H](CCN2C(=O)C2CC2)[C@H](CO)N3C)cc1 | 12 | -8
13 | O=C(c1ccccc1F)N1CC[C@@H]2[C@@H](CO)Nc3ccc(-c4ccccc4)cc3[C@@H]21 | -3.8 | 2
14 | Cc1ccc(S(=O)(=O)N[C@H]2CC[C@H](CC(=O)NC3CCCCC3)O[C@@H]2CO)cc1 | 0.3 | -4
15 | C[C@@H]1CCCCO[C@H](CN(C)C)[C@H](C)CN([C@@H](C)CO)C(=O)c2cc(NC(=O)Nc3ccc4c(c3)OCO4)ccc2O1 | -0.1 | 4

no. | Tcruzi prolif | Pf Dd2 growth
1 | -75 | -5
2 | . | -5
3 | . | -51
4 | 34 | 28
5 | . | -18
6 | 10 | 19
7 | -105 | -18
8 | . | -7
9 | -65 | 35
10 | -3 | .
11 | 109* | -61
12 | 18 | -4
13 | 79 | 0
14 | -36 | 4
15 | -28 | -21

The list continues.
no. | SMILES | GASC1 inh | C diff HTS
16 | Cc1ccc(S(=O)(=O)Nc2ccc3c(c2)C(=O)N([C@H](C)CO)C[C@H](C)[C@H](CN(C)C(=O)CCC(F)(F)F)OCCCC[C@H](C)O3)cc1 | -0.7 | .
17 | C[C@@H]1CN([C@H](C)CO)S(=O)(=O)c2ccc(C#C[C@@H](C)O)cc2O[C@@H]1CN(C)Cc1ccc(-c2ccccc2)cc1 | 1.7 | -10&-5
18 | C[C@H](CO)N1C[C@H](C)[C@H](CN(C)Cc2cccnc2)Oc2cc(-c3cccnc3)ccc2S1(=O)=O | -0.4 | 16
19 | C[C@H](O)C#Cc1ccc2c(c1)O[C@H](CN(C)C(=O)CN(C)C)[C@H](C)CN([C@H](C)CO)S2(=O)=O | -1.1 | -4
20 | O=C(Nc1ccccc1)N[C@@H]1CC[C@H](CCNC(=O)c2ccccc2F)O[C@@H]1CO | 0.1 | 13
21 | CO[C@H]1CN(C)C(=O)c2ccc(NC(=O)Nc3ccccc3)cc2OC[C@@H](C)NC[C@@H]1C | 3.8 | -2
22 | CO[C@H](CN(C)Cc1cc(F)ccc1F)[C@@H](C)CN([C@H](C)CO)S(=O)(=O)c1ccc(F)cc1 | 1.7 | .
23 | O=C(Nc1cccc(F)c1)N[C@@H]1CC[C@H](CCNS(=O)(=O)c2cccc(Cl)c2)O[C@@H]1CO | -0.3 | .
24 | C[C@H]1CN([C@@H](C)CO)C(=O)Cc2cc(NC(=O)NC3CCCCC3)ccc2O[C@H]1CN(C)S(C)(=O)=O | 0.5 | -1
25 | O=C(NC[C@@H]1CC[C@H]2[C@H](CN2C(=O)C2CCOCC2)O1)c1cccnc1 | . | 6
26 | COCC(=O)N(C)C[C@@H]1Oc2ncc(/C=C/c3ccccc3)cc2C(=O)N([C@@H](C)CO)C[C@H]1C | -1.4 | 1
27 | COc1ccc(-c2cn(CC[C@H]3CC[C@H](NC(=O)NC(C)C)[C@@H](CO)O3)nn2)cc1 | -0.3 | -8
28 | C[C@H](CO)N1C[C@H](C)[C@H](CN(C)S(C)(=O)=O)Oc2ccc(NC(=O)CCCCCC(=O)Nc3ccccc3N)cc2CC1=O | -0.7 | -4
29 | C[C@H]1CN([C@@H](C)CO)C(=O)c2cccc(N(C)C)c2O[C@H]1CN(C)Cc1ccc(C(=O)O)cc1 | -0.8 | 3
30 | CN1C(=O)c2cc(NC(=O)NCc3ccccc3)ccc2OC[C@@H]2O[C@@H](CC(=O)NCC3CCCCC3)CC[C@H]21 | 2.3 | 1

no. | Tcruzi prolif | Pf Dd2 growth
16 | -47 | 19
17 | 125*! | -70&-54
18 | 5 | -4
19 | . | 34
20 | 34 | -49
21 | -146 | 18
22 | 2 | -29
23 | 153* | -20
24 | . | 3
25 | . | 18
26 | 39 | 26
27 | -30 | 19
28 | 44 | 21
29 | 8 | 10
30 | 6 | 10

Reformatted as a markdown table: entries from further up
| No. | Compound | GASC1 inh | C diff HTS | Tcruzi prolif | Pf Dd2 growth |
| --- | --- | --- | --- | --- | --- |
| 30 | CN1C(=O)c2cc(NC(=O)NCc3ccccc3)ccc2OC[C@@H]2O[C@@H](CC(=O)NCC3CCCCC3)CC[C@H]21 | 2.3 | 1 | 6 | 10 |
| 18 | C[C@H](CO)N1C[C@H](C)[C@H](CN(C)Cc2cccnc2)Oc2cc(-c3cccnc3)ccc2S1(=O)=O | -0.4 | 16 | 5 | -4 |
| 28 | C[C@H](CO)N1C[C@H](C)[C@H](CN(C)S(C)(=O)=O)Oc2ccc(NC(=O)CCCCCC(=O)Nc3ccccc3N)cc2CC1=O | -0.7 | -4 | 44 | 21 |
| 27 | COc1ccc(-c2cn(CC[C@H]3CC[C@H](NC(=O)NC(C)C)[C@@H](CO)O3)nn2)cc1 | -0.3 | -8 | -30 | 19 |
| 20 | O=C(Nc1ccccc1)N[C@@H]1CC[C@H](CCNC(=O)c2ccccc2F)O[C@@H]1CO | 0.1 | 13 | 34 | -49 |
| 21 | CO[C@H]1CN(C)C(=O)c2ccc(NC(=O)Nc3ccccc3)cc2OC[C@@H](C)NC[C@@H]1C | 3.8 | -2 | -146 | 18 |
| 17 | C[C@@H]1CN([C@H](C)CO)S(=O)(=O)c2ccc(C#C[C@@H](C)O)cc2O[C@@H]1CN(C)Cc1ccc(-c2ccccc2)cc1 | 1.7 | -10&-5 | 125*! | -70&-54 |

(cont.)
no. | SMILES | GASC1 inh | C diff HTS
31 | COc1cccc(S(=O)(=O)N[C@H]2C=C[C@@H](CC(=O)NCc3ccccc3)O[C@H]2CO)c1 | 0.2 | 3
32 | Cc1ccc(S(=O)(=O)N(C)C[C@@H]2Oc3ccc(NS(=O)(=O)c4cccs4)cc3CC(=O)N([C@H](C)CO)C[C@@H]2C)cc1 | -1.3 | 5
33 | CN(C)CCCNC(=O)C[C@@H]1C=C[C@H](NS(=O)(=O)c2ccc(F)cc2)[C@@H](CO)O1 | 3.7 | -2
34 | Cc1noc(C)c1S(=O)(=O)N(C)C[C@@H]1OCCCC[C@@H](C)Oc2ccc(NC(=O)Nc3ccc4c(c3)OCO4)cc2C(=O)N([C@H](C)CO)C[C@H]1C | -2.5 | 4
35 | CO[C@H]1CN(C)C(=O)c2cc(NS(=O)(=O)c3cn(C)cn3)ccc2OC[C@H](C)N(C)C[C@@H]1C | 0.6 | 10
36 | C[C@H](CO)N1C[C@H](C)[C@@H](CN(C)S(=O)(=O)c2cccs2)Oc2c(NC(=O)c3ccncc3)cccc2C1=O | 1.2 | -1
37 | C[C@H](CO)N1C[C@H](C)[C@H](CN(C)Cc2ccc3c(c2)OCO3)Oc2c(NC(=O)NC3CCCCC3)cccc2C1=O | 0.7 | 3
38 | C[C@@H]1CN([C@@H](C)CO)S(=O)(=O)c2ccc(C#CCN(C)C)cc2O[C@@H]1CN(C)C(=O)C1CCCCC1 | 3.2 | -2
39 | CN1c2ccc(Br)cc2[C@@H]2[C@@H](CCN2C(=O)C2CCCCC2)[C@@H]1CO | 5.9 | 61
40 | C[C@@H]1CN([C@H](C)CO)C(=O)Cc2cc(NC(=O)CCC(F)(F)F)ccc2O[C@H]1CN(C)S(=O)(=O)c1ccccc1 | -0.3 | -3
41 | COc1ccc(-c2ccc3c(c2)[C@H]2[C@H](CCN2C(=O)NC2CCCC2)[C@H](CO)N3C)cc1 | 8.4 | 17
42 | COc1ccc2c3c([nH]c2c1)[C@H](CO)N(S(C)(=O)=O)CC31CCN(C(=O)Cc2cccnc2)CC1 | -0.6 | -2
43 | Cc1noc(C)c1S(=O)(=O)Nc1ccc2c(c1)C(=O)N([C@@H](C)CO)C[C@@H](C)[C@H](CN(C)S(=O)(=O)c1ccc(F)cc1)OCCCC[C@@H](C)O2 | -2.7 | 0
44 | CC(C)NC(=O)N(C)C[C@H]1Oc2ccc(NC(=O)CCC(F)(F)F)cc2C(=O)N([C@@H](C)CO)C[C@H]1C | -0.8 | 5
45 | CCCC(=O)N1CCC2(CC1)CN(C(=O)COC)[C@@H](CO)c1c2c2ccc(OC)cc2n1C | 1.0 | 3

no. | Tcruzi prolif | Pf Dd2 growth
31 | -27 | 6
32 | 22 | -33
33 | -45 | -8
34 | 84 | -79
35 | -8 | 30
36 | -159 | 6
37 | 33 | -45
38 | . | -11
39 | 23 | 7
40 | 14 | 5
41 | . | -78
42 | . | -43
43 | 36 | -43
44 | . | 11
45 | . | 26

Among those listed so far, these contain a Cl atom.
no. | SMILES | GASC1 inh | C diff HTS
7 | C[C@H](CO)N1C[C@H](C)[C@H](CN(C)C(=O)Nc2ccc3c(c2)OCO3)Oc2ccc(NS(=O)(=O)c3ccc(Cl)cc3)cc2C1=O | 0.1 | 3
23 | O=C(Nc1cccc(F)c1)N[C@@H]1CC[C@H](CCNS(=O)(=O)c2cccc(Cl)c2)O[C@@H]1CO | -0.3 | .

no. | Tcruzi prolif | Pf Dd2 growth
7 | -105 | -18
23 | 153* | -20

(listing goes on)
no. | SMILES | GASC1 inh | C diff HTS
46 | C[C@H]1CN([C@@H](C)CO)C(=O)CCCn2nncc2CO[C@@H]1CN(C)CC1CC1 | -0.9 | .
47 | C[C@@H]1CN([C@@H](C)CO)C(=O)c2cc(NC(=O)c3ccncc3)ccc2O[C@H]1CN(C)S(=O)(=O)c1cn(C)cn1 | 0.6 | -4
48 | C[C@H](CO)N1C[C@H](C)[C@H](CN(C)Cc2ccc(C(=O)Nc3ccccc3N)cc2)Oc2c(NC(=O)Nc3ccc(C(F)(F)F)cc3)cccc2C1=O | -2.4 | 7
49 | COc1ccc(NC(=O)Nc2ccc3c(c2)C(=O)N([C@H](C)CO)C[C@@H](C)[C@@H](CN(C)CC2CCCCC2)OCCCC[C@@H](C)O3)cc1 | 1.2 | -22
50 | CO[C@@H]1CN(C)C(=O)c2cc(NC(=O)Nc3c(C)noc3C)ccc2OC[C@@H](C)N(CCC(F)(F)F)C[C@@H]1C | 1.8 | .
51 | CCC(=O)N[C@H]1C=C[C@H](CC(=O)NCCN2CCCCC2)O[C@@H]1CO | . | 1

no. | Tcruzi prolif | Pf Dd2 growth
46 | -3 | 15
47 | 62 | 23
48 | 87 | -77
49 | 92 | -81*
50 | -3 | 17
51 | -2 | 7
